# RORgamma inh: qHTS for inhibitors of ROR gamma transcriptional activity; Nuclear receptor ROR-gamma (Mus musculus), P51450; Drosophila S2 Gal4-RORgamma UAS-luciferase reporter, 20 h; Potency, µM (series often up to 53.6 µM), for the others: top-dose activity change, negative = inhibition, hits mostly inhibitors; 5.4% of 310,000 active; AID 2551, 2010; also: potency is read from the fitted curve at half-maximal effect; nearly all actives have a fitted effect of over 60% in size
# Target sequence (P51450 whole entry, looked up, the tested form may be a part): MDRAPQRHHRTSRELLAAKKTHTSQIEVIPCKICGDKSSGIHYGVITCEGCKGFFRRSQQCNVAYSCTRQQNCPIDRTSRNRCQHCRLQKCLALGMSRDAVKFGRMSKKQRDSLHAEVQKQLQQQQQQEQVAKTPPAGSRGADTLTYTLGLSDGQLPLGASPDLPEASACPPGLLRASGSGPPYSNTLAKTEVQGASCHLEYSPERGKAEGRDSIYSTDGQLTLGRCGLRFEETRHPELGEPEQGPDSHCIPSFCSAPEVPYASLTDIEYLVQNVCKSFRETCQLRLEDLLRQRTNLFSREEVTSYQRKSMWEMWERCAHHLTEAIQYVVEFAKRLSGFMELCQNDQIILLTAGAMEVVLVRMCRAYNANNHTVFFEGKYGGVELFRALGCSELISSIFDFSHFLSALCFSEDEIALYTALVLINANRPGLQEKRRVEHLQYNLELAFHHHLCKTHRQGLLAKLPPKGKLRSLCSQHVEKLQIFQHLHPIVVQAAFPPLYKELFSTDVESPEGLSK
#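 Stable Schneider cell line, Gal4 DNA-binding domain fused to ROR gamma, UAS-luciferase. Cmpd 1 hr RT → CuSO4 700 uM final → 20 hr RT → luciferase reagent 10 min → luminescence.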
# FBPA coupling cs: qHTS Assay for Inhibitors of Fructose-1,6-bisphosphate Aldolase from Giardia Lamblia: Coupling assay counterscreen; coupling enzyme system counterscreen, AmpLite Red fluorescence; activity change, negative = inhibition, % at 58.2 µM, hits read low; 0.67% of 290,000 active; AID 2472, 2010; in the data active = activity change below about -30%
#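 Counterscreen of the coupled detection system alone, without aldolase: glyceraldehyde-3-phosphate coupling enzymes plus AmpLite Red readout. Compounds at 57.5 uM final, 10 min RT preincubation, 20 min RT reaction, fluorescence 525/598 nm.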
# VP16 counter: VP16 counterscreen qHTS for inhibitors of ROR gamma transcriptional activity; Drosophila S2 Gal4-VP16 UAS-luciferase, luminescence, 20 h; Potency, µM (series often up to 53.6 µM), without a hit: at the top dose activity, negative = inhibition, usual class: inhibitors; 3.5% of 310,000 active; AID 2546, 2010;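 also: Gal4-VP16 expression switched on by copper sulfate through the metallothionein promoter; potency is read from the fitted curve at half-maximal effect; nearly all actives have a fitted effect of over 50% in size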
# Active calls of the source: *; ? = inconclusive; . = not tested or not shown; [ ] = another dose, or the depositor's remark. Unless noted, calls follow the shape of the dose curve; as a rule, active = well fitted curve in the direction sought with a large enough effect; inconclusive = small, poorly fitted or top-dose-only effect, or another doubt; inactive = no such curve, though single readings can be large; an effect the other way counts as inactive or inconclusive. % is scaled to controls: 0 for no effect and ±100 for the full control effect. Not all compounds are listed. The share of hits here may be higher or lower than overall.
# Below each compound – RORgamma inh	FBPA coupling cs	VP16 counter
- C[C@H]1Cc2c(-c3ccccc3)nc3c(c2CO1)CN(C(=O)C1CCCCC1)CC3
 : .	0.5	.
- COc1ccc(NC(=O)N2CCc3nc(-c4ccc(OC)cc4C)c4c(c3C2)CO[C@@H](c2ccccc2)C4)cc1
 : .	1.7	.
- C[C@H]1Cc2c(COc3ccccc3)nc3c(c2CO1)CN(C(=O)Cc1cccs1)CC3
 : .	-0.5	.
- CC[C@@H](C)CN1C(=O)N[C@@H](c2ccccc2)C(C(=O)OC)=C1C
 : .	-0.3	.
- C[C@H]1Cc2c(-c3ccccc3)nc3c(c2CO1)CN(S(=O)(=O)c1ccc(C#N)cc1)CC3
 : .	0.3	.
- COC(=O)N1C2CC3(C)CC(=O)CC1(C)C3c1ccccc12 (centres undefined)
 : .	-4.6	.
- CCCCc1nc2c(c3c1C[C@H](C)OC3)CN(C(=O)NCCCC(=O)OCC)CC2
 : .	0.3	.
- COCC(=O)N1CCc2nc(-c3ccc(OC)cc3C)c3c(c2C1)CO[C@@H](c1ccccc1)C3
 : .	0.2	.
- COc1ccc(-c2nc3c(c4c2C[C@H](c2ccccc2)OC4)CN(C(=O)C2CCCCC2)CC3)c(C)c1
 : .	-0.3	.
- CCCCc1nc2c(c3c1C[C@H](C)OC3)CN(C(=O)Cc1cccc(OC)c1)CC2
 : .	3.7	.
- C[C@H]1Cc2c(COc3ccccc3)nc3c(c2CO1)CN(C(=O)Nc1cccc(C#N)c1)CC3
 : .	0.3	.
- COc1ccc(N2C=C3C(=O)C(C)(OC(=O)C4CCCC4)C(=O)C=C3C=C2c2ccsc2)cc1 (centres undefined)
 : .	-7.2	.
- COC(=O)C1=C(C(=O)OC)[C@@H]2N(C)c3ccc(OC)cc3[C@@]23C[C@@H](C(=O)OC)N(S(=O)(=O)c2ccc4c(c2)OCCN4C)C3=N1
 : .	-7.1	.
- NC(=O)NNc1ccccc1
 : .	4.0	.
- COCC(=O)N1CCc2nc(COc3ccccc3)c3c(c2C1)CO[C@@H](C)C3
 : .	0.7	.

# Below each compound – RORgamma inh	FBPA coupling cs	VP16 counter
- CCCCS(=O)(=O)N1C2=NC(C(=O)OC)=C(C(=O)OC)[C@@H]3N(C)c4ccccc4[C@]23C[C@H]1C(=O)OC
 : .	-4.4	.
- CCCCS(=O)(=O)N1CCc2nc(-c3ccccc3)c3c(c2C1)CO[C@@H](C)C3
 : .	0.6	.
- CC1(OC(=O)c2cnc3ccccc3n2)C(=O)C=C2C=C3CCCN3C=C2C1=O (centres undefined)
 : .	-0.2	.
- CC#CCN1c2ccccc2[C@]23C[C@@H](C(=O)OC)N(S(=O)(=O)c4c(C)noc4C)C2=NC(C(=O)OC)=C(C(=O)OC)[C@H]13
 : .	2.3	.
- C[C@H](NC(=O)N1CCc2nc(COc3ccccc3)c3c(c2C1)CO[C@@H](C)C3)c1ccccc1
 : .	-2.9	.
- C=CC1=C2C=C(C3CC3)N(C(CO)CO)C=C2C(=O)C(C)(OC(=O)c2ccco2)C1=O (centres undefined)
 : .	-18.7	.
- COC(=O)C(C(=O)OC)C1c2ccccc2C=C(C)N1C(=O)OC (centres undefined)
 : .	11.6	.
- C[C@H]1Cc2c(COc3ccccc3)nc3c(c2CO1)CN(S(=O)(=O)c1ccc(Cl)c2nonc12)CC3
 : .	-3.5	.
- COC(=O)C1=C(C(=O)OC)[C@@H]2N(Cc3ccccc3)c3ccccc3[C@@]23C[C@@H](C(=O)OC)N(S(=O)(=O)c2ccc(C)cc2)C3=N1
 : .	0.2	.
- CC#CCN1c2ccccc2[C@]23C[C@@H](C(=O)OC)N(C(=O)COCc4ccccc4)C2=NC(C(=O)OC)=C(C(=O)OC)[C@H]13
 : .	2.3	.
- C=CC1=C2C=C(C3CC3)N(c3ccc(OC)cc3)C=C2C(=O)C(C)(OC(=O)c2ccco2)C1=O (centres undefined)
 : .	-6.6	.
- COC(=O)[C@@H]1[C@@H](C)N(CCc2cc(OC)c(OC)c(OC)c2)C(=O)N[C@H]1c1ccccc1
 : .	1.7	.
- CCCCc1cc2c(cn1)C(=O)C(C)(OC(C)=O)C(=O)C2 (centres undefined)
 : .	-2.4	.
- COC(=O)C1=C(C(=O)OC)[C@@H]2N(C)c3ccccc3[C@@]23C[C@@H](C(=O)OC)N(S(=O)(=O)c2c(C)noc2C)C3=N1
 : .	-0.1	.
- CCCCCCCC1=Cc2ccccc2C(CC(=O)c2ccccc2)N1C(=O)OC (centres undefined)
 : .	-5.6	.

# Below each compound – RORgamma inh	FBPA coupling cs	VP16 counter
- CC#CCN1c2ccccc2[C@]23C[C@@H](C(=O)OC)N(S(=O)(=O)c4ccc(C)cc4)C2=NC(C(=O)OC)=C(C(=O)OC)[C@H]13
 : .	-0.1	.
- COC(=O)N1C2=C(c3ccccc3[C@@H]1CC(=O)Nc1ccc3cc4ccccc4cc3c1)[C@@H]1C(=O)N(c3ccccc3)C(=O)[C@@H]1[C@H](C)C2
 : .	0.4	.
- CC(=O)OCc1ccc2c(c1)OCO2
 : -7.1%	.	0.3%
- O=C(NNCS(=O)(=O)O)c1ccncc1
 : 1.9%	.	3.9%
- O=c1[nH]ncc2ccccc12
 : ?	.	?
- C#C[C@]1(O)CC[C@@H]2[C@H]3CCC4=CC(=O)CC[C@H]4[C@H]3C(=C)C[C@@]21CC
 : -14.4%	.	-13.9%
- CCCCCC=CCC=CCCCCCCCC(=O)OCC
 : 0.1%	.	-1.4%
- CC(C)(C)C(=O)NCCCC(=O)O
 : 2.4%	.	28.5%
- COC(=O)C1[C@@H](OC)C(OC(=O)COc2ccc(OC)cc2)C[C@@H]2CN3CCc4c([nH]c5cc(OC)ccc45)[C@H]3C[C@H]12 (some centres undefined)
 : 11.5%	.	-7.3%
- COCCOC(=O)c1ccccc1C(=O)OCCOC
 : -9.0%	.	9.2%
- CCOc1nc2cccc(C(=O)O)c2n1Cc1ccc(-c2ccccc2-c2nn[nH]n2)cc1
 : 0.3%	.	1.2%
- CN(C)CCN1C(=O)c2ccccc2N(C)c2ccccc21
 : -15.8%[10 µM]	.	-15.2%
- O=C(Cl)c1ccc([N+](=O)[O-])cc1
 : -17.1%	.	-3.2%
- CC(C)(CO)[C@@H](O)C(=O)NCCC(=O)NCCSSCCNC(=O)CCNC(=O)[C@H](O)C(C)(C)CO
 : 7.1%	.	-1.8%
- Nc1nc(N)c(-c2ccccc2)s1
 : -1.0%	.	-15.0%

# Below each compound – RORgamma inh	FBPA coupling cs	VP16 counter
- Cc1cc(C)cc(O)c1
 : 12.8%	.	-0.5%
- NS(=O)(=O)c1ccc(NC(=O)CCC(=O)O)cc1
 : -4.1%	.	3.6%
- CNC1C(O)C(OC2C(N)CC(N)C(OC3OC(CN)=CCC3N)C2O)OCC1(C)O (centres undefined)
 : 1.3%	.	1.0%
- CCCCCCCCOc1ccc(C(=O)c2ccccc2)c(O)c1
 : 6.2%	.	-3.5%
- CC(=O)OCc1ccco1
 : 15.4%	.	6.3%
- CCCCCCCCCCCC(=O)[O][Sn]([CH2]CCC)([CH2]CCC)[O]C(=O)CCCCCCCCCCC
 : 9.2%[10 µM]	.	-11.2%
- CCO
 : -1.6%	.	1.8%
- Cc1ccc(CO)cc1
 : 1.0%	.	-7.0%
- CN(C)[C@H]1C(=O)C(C(=O)NCN2CCCC2)=C(O)[C@]2(O)C(=O)C3=C(O)c4c(O)cccc4[C@](C)(O)[C@H]3C[C@H]12
 : -0.4%[10 µM]	.	-2.6%
- O=S(=O)(O)c1cc(I)c(O)c2ncccc12
 : ?	.	-1.3%
- NC(=O)C1c2ccccc2CCc2ccccc21
 : 0.5%	.	1.3%
- C=C(C)C(=O)OCCCCCCCCCC
 : 26.5%	.	-3.3%
- CC1CCC2CC1C2(C)C (centres undefined)
 : -1.4%	.	-3.4%
- CCCCCCCC[N+](CCCCCCCC)(CCCCCCCC)CCCCCCCC
 : 4.47µM*	.	2µM*
- CN1CCN(c2cc3c(nn2)Oc2ccccc2N3C)CC1
 : -21.8%	.	-5.4%

# Below each compound – RORgamma inh	FBPA coupling cs	VP16 counter
- CCOCC(=O)O
 : -8.8%	.	-2.5%
- Cc1cccc(C)c1NC(=O)CN1CCCCCC1
 : 19.8%	.	-1.0%
- Cc1ccccc1OCC(O)CNCCOc1ccc(C(N)=O)cc1 (centres undefined)
 : 15.9%	.	-11.3%
- O=C1c2cccc3c2[C@@H](CCC3)CN1[C@@H]1CN2CCC1CC2
 : 0.4%	.	-20.5%
- O=Cc1ccc(CO)o1
 : 9.9%	.	-7.6%
- CCN(CC)CCNC(=O)c1c(C)[nH]c(/C=C2\C(=O)Nc3ccc(F)cc32)c1C
 : -9.1%[10 µM]	.	-10.9%
- CC/C(=C(/CC)c1ccc(OP(=O)(O)O)cc1)c1ccc(OP(=O)(O)O)cc1
 : 9.7%	.	-11.7%
- CC(C)C=O
 : 11.5%	.	6.1%
- CCCCCCCCCCCCCCCC(=O)OCC(COC(=O)CCCCCCCCCCCCCCC)OC(=O)CCCCCCCCCCCCCCC
 : 2.1%	.	-15.0%
- CCC=O
 : -10.5%	.	-16.9%
- C[C@@H]1CC2(OC[C@]3(C)O[C@H]23)O[C@H]2C[C@@]3(C)[C@@H]4CC[C@H]5C(C)(C)C(O[C@@H]6OC[C@@H](O)[C@H](O)[C@H]6O)CC[C@@]56C[C@@]46CC[C@]3(C)[C@@H]12 (some centres undefined)
 : 2.0%	.	0.9%
- Cc1ccc(C)c([N+](=O)[O-])c1
 : 7.2%	.	2.3%
- CC(C)(C)OC=O
 : 5.8%	.	8.7%
- C[Si](C)(C)O[Si](C)(C)C
 : 1.9%[10 µM]	.	-4.9%
- NC(=S)NS(=O)(=O)c1ccc(N)cc1
 : 8.7%	.	-0.7%

# Below each compound – RORgamma inh	FBPA coupling cs	VP16 counter
- O=C(O)COc1ccccc1/C=N/NC(=O)c1ccncc1
 : -5.8%	.	2.2%
- CCCCCCCCCCCCCCCCCC[N+](C)(C)CCC[Si](OC)(OC)OC
 : 1.5%[10 µM]	.	-2.8%
- CCCCCCCCCCCCCCCC(=O)OC[C@H](O)[C@H]1OC[C@@H](O)[C@@H]1O
 : -10.9%	.	-4.4%
- CCCCCCCCCC(=O)NO
 : 27.0%	.	-10.3%
- CC(C)(C)c1ccc(OCC2CO2)cc1 (centres undefined)
 : 22.8%	.	6.4%
- O=S(=O)(O)c1ccc(O)cc1
 : 4.2%[10 µM]	.	5.8%
- NC(=O)[C@H]1O[C@@H](O)[C@H](O)[C@@H](O)[C@@H]1O
 : 0.3%	.	-9.0%
- CCCCCCCCCCCCCCCCOCCOCCOCCOCCOCCOCCOCCOCCOCCOCCOCCOCCOCCOCCOCCOCCOCCOCCOCCOCCO
 : ?	.	?
- Cc1cc(O)c2c(c1)OC1(C)CCC3C(C)(C)CCCC34COC2C14 (centres undefined)
 : 3.2%	.	?
- O=S(c1cc(Cl)cc(Cl)c1O)c1cc(Cl)cc(Cl)c1O
 : 21.9%	.	-5.7%
- O=c1[nH]c(=O)n([C@H]2C[C@H](O)[C@@H](CO)O2)cc1/C=C/Br
 : -17.9%	.	3.8%
- CC(=O)Nc1ccc(OCCOCCOc2ccc(NC(C)=O)cc2)cc1
 : 2.4%	.	5.6%
- O=C(CN1CCNCC1)NC1CCCCC1
 : 10.0%	.	-6.5%
- O=C(O)/C=C/c1ccc(/C=C/C(=O)O)cc1
 : 0.0%	.	2.4%
- OCc1ccc(Cl)cc1Cl
 : 13.6%	.	-2.8%

# Records above marked active in RORgamma inh.
Structure | RORgamma inh
CCCCCCCC[N+](CCCCCCCC)(CCCCCCCC)CCCCCCCC | 4.47µM*

# Other records:
# Below each compound – RORgamma inh	FBPA coupling cs	VP16 counter
- O=Nc1ccc(NO)cc1
 : 3.3%	.	0.2%
- CCOC(=O)C1OC1c1ccccc1 (centres undefined)
 : -12.9%	.	-10.1%
- CC1(C)C2CC[C@]1(C)[C@@H](O)C2
 : 8.9%	.	-2.6%
- Cc1cnc(C(=O)O)cn1
 : -14.9%	.	4.1%
- C[C@@H]1CCN(C(=O)[C@H](CCCNC(=N)N)NS(=O)(=O)c2cccc3c2NC[C@H](C)C3)[C@@H](C(=O)O)C1
 : -3.2%[10 µM]	.	-2.7%

# One compound at a time (already shown).
# CCOC(=O)C1OC1c1ccccc1 (centres undefined) is listed as RORgamma inh = -12.9%; FBPA coupling cs = .; VP16 counter = -10.1%
# Cc1cnc(C(=O)O)cn1 is listed as RORgamma inh = -14.9%; FBPA coupling cs = .; VP16 counter = 4.1%
# CC/C(=C(/CC)c1ccc(OP(=O)(O)O)cc1)c1ccc(OP(=O)(O)O)cc1 is listed as RORgamma inh = 9.7%; FBPA coupling cs = .; VP16 counter = -11.7%

# Screens as filed in PubChem BioAssay.
